GRK2 inh = inhibitors of human GRK2 displacing RNA aptamer; bead flow cytometry, FAM-aptamer displacement from GRK2; inhibition of aptamer binding, % at 10 µM; actives 0.59% (n = 330,000); AID 488847;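 active = inhibition of aptamer binding above 40%, roughly 3 SD of noise, on plates passing a quality check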;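 also: median bead fluorescence of bound FAM aptamer so fluorescent compounds give negative values; no value below 0 was filed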
VLA-4 inh = inhibition in a human VLA-4 binding assay | inhibition, % (about 7 µM as worked out from the volumes in the protocol) | P13612 | VLA-4 expressing cells, ligand binding flow cytometry | AID 2557 | actives 0.2% (n = 330,000); in the data active = inhibition above about 50%
Target sequence (P13612 whole entry, looked up): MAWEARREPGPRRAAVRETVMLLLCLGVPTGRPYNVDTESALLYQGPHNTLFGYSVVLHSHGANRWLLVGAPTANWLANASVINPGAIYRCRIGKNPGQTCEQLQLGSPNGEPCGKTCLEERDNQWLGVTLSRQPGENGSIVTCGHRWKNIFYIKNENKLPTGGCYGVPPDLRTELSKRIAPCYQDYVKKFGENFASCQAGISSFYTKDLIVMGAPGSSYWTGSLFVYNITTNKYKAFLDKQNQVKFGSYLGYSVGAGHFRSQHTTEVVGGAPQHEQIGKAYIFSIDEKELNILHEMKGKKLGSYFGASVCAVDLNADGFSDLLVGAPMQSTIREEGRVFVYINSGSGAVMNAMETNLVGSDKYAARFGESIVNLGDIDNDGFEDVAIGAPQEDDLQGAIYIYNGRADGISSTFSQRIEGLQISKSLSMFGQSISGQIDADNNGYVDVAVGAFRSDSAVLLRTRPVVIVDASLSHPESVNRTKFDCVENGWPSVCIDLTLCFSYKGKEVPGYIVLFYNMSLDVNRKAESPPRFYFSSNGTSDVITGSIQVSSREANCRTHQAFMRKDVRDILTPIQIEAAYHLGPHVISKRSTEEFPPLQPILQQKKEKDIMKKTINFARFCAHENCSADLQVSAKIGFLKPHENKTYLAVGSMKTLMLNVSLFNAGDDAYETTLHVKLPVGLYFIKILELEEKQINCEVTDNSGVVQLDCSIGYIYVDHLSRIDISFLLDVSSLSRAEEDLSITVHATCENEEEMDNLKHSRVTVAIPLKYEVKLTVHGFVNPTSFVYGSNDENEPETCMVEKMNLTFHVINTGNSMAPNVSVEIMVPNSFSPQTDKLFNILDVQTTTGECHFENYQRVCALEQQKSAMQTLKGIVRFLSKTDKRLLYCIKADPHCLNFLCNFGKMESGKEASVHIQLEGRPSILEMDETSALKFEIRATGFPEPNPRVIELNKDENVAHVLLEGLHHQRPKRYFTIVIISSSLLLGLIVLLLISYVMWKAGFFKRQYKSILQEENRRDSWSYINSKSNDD
AGP1-GFP MLPCN = modulators of TOR pathway AGP1-GFP in S. cerevisiae; S. cerevisiae AGP1-GFP multiplex flow cytometry, 3 h; GFP as percent of DMSO wells; GFP response vs DMSO, % at 10 µM; actives 0.02% (n = 320,000); AID 2066;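 active = GFP response relative to DMSO above a set limit, near screen average plus 3 SD, cut at about 150% in these data; inconclusive = fewer than 70 cells counted for the yeast strain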;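 also: median GFP channel fluorescence of the gated AGP1 strain per well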
LAP4 TOR yeast = yeast TOR pathway LAP4-GFP modulation; S. cerevisiae LAP4-GFP multiplex, flow cytometry GFP, 3 h; median GFP as percent of DMSO wells; GFP response vs DMSO, % at 10 µM; actives 0.34% (n = 320,000); AID 2023;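 active = GFP response vs DMSO above a set limit, about the screen mean plus 3 SD, cut at about 150% in these data; inconclusive = under 70 cell events counted for the yeast strain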
CIT2-GFP yeast = modulators of TOR pathway CIT2-GFP in S. cerevisiae. S. cerevisiae CIT2-GFP strain, flow cytometry, 3 h; 100 means same as DMSO wells. GFP response vs DMSO, % at 10 µM. actives 0.065% (n = 320,000). AID 2029;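 active = GFP response relative to DMSO above a set limit, near the screen mean plus 3 SD, cut at about 150% in these data; inconclusive = Fewer than 70 cells measured for a yeast strain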;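 also: ratio of well median GFP fluorescence to mean of DMSO wells on the plate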
GASC-1 inh = blocks human GASC-1 demethylase activity; GST-JMJD2C(1-420) H3K9me3 demethylation, DELFIA europium; actives 0.069% (n = 330,000); Q9H3R0; inhibition, % at 2.35 µM;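 active = more than half of a compound's replicate wells show inhibition beyond 50%, single wells judged on their own value; inconclusive = some, but no more than half, of replicates pass 50% inhibition; inactive = no replicate passes 50% inhibition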;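 also: signal counts dimethyl H3K9 product captured on neutravidin plate; 0% = median of DMSO wells and 100% = 0.3 times that DMSO median; strong numbers were not always called active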
MEP2-GFP yeast = yeast TOR pathway MEP2-GFP modulation; S. cerevisiae MEP2-GFP strain, flow cytometry GFP, 3 h; 100% = DMSO control level; GFP response vs DMSO, % at 10 µM; actives 0.51% (n = 330,000);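 active = GFP response versus DMSO above a set limit, roughly screen mean plus 3 SD, cut at about 180% in these data; inconclusive = fewer than 70 cells counted for a yeast strain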;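 also: median GFP fluorescence of the barcode-gated MEP2-GFP cells per well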
RPL19A-GFP yeast = modulators of TOR pathway RPL19A-GFP in S. cerevisiae; S. cerevisiae RPL19A-GFP strain, flow cytometry, 3 h; stronger effect = lower value; percent response vs DMSO, % at 10 µM; actives 0.3% (n = 330,000);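 active = percent response vs DMSO below 50%; inconclusive = fewer than 70 events counted for the yeast strain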;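 also: median channel GFP fluorescence of the barcoded RPL19A-GFP strain; ratio of sample median GFP to plate DMSO average so 100% = DMSO; lower means less RPL19A-GFP as with rapamycin TOR inhibition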
Active calls of the source: *; ? = inconclusive; . = no result given; & = joins results of further samples.

SMILES	GRK2 inh	VLA-4 inh	AGP1-GFP MLPCN	LAP4 TOR yeast	CIT2-GFP yeast	GASC-1 inh	MEP2-GFP yeast	RPL19A-GFP yeast
CCOCCCNC(=O)C1CCN(C(=O)Nc2ccc(Cl)cc2)CC1	13	12	91	92	86	-31	95	89
O=C(/C=C/c1ccc(-c2ccccc2)o1)c1ccccc1	5	-2	91	115	92	-2	92	107
CCc1ccc2[nH]c(=O)c(C(c3nnnn3CC3CCCO3)N3CCN4CCCC4C3)cc2c1 (stereo not drawn)	0	30	100	89	95	-11	92	97
Cc1ccc(Nc2nc(NCCO)nc(N3CCCC3)n2)cc1	2	16	82	128	72	-2	95	96
O=C1CN(CC(=O)N2CCCCC2)c2ccccc2O1	1	7	118	103	129	-3	108	109
CC(=O)N1CCCc2cc(S(=O)(=O)NC(C(=O)NC(C)c3ccccc3)C(C)C)ccc21 (stereo not drawn)	5	12	108	107	99	-27	107	103
CN(c1ccccc1)S(=O)(=O)c1cccc(NC(=O)CC(C)(C)C)c1	0	10	110	93	108	12	108	108
COC(=O)Nc1ccc(S(=O)(=O)N2CCCCC2C(=O)O)cc1 (stereo not drawn)	0	-3	99	106	91	-9	94	94
NCC(=O)Nc1ccc(Br)cc1	0	8	97	101	96	8	93	96
COc1ccc(Nc2c(-c3ccc(C)cc3)nc3cnccn23)cc1	0	5	99	97	103	0	98	97
COc1ccc(CN(C)C(=O)Cc2ccc(OC)c(S(=O)(=O)N3CCOCC3)c2)cc1	0	-1	93	94	94	2	92	88
S=c1[nH]c2cc3c(cc2[nH]1)OCCO3	2	1	96	92	85	1	88	88
Cc1ccc(-n2c(CSc3nc(C)cc(C)n3)nnc2SCC(=O)NCc2ccco2)cc1	0	-6	115	113	.	.	110	112
O=C(O)CCCC(=O)Nc1ccc(N=Nc2ccccc2)cc1	0	5	101	98	93	1	97	100
O=C(NCCC1CCCCN1S(=O)(=O)c1ccc(F)cc1)C(=O)NC1CC1 (stereo not drawn)	0	4	112	102	103	8	104	98
Cc1c(NC(=O)c2cc(-c3ccc(Cl)s3)nc3ccccc23)c(=O)n(-c2ccccc2)n1C	1	13	108	96	102	7	97	100
CCOC(=O)c1c[nH]c2c(C(=O)c3ccccc3)cc(Cl)cc2c1=O	0	-11	96	92	94	2	101	102
COCCCn1c(=O)c2sccc2n2c(CCCC(=O)NCc3ccc(OC)cc3)nnc12	0	2	102	92	105	16	109	101
CC(=O)N(C)c1ccc(NS(=O)(=O)Cc2ccccc2)cc1	0	-5	105	99	106	0	106	108
O=C(NNS(=O)(=O)c1ccccc1)C(O)(c1ccccc1)c1ccccc1	1	-1	94	94	100	3	103	92
O=C(O)c1cccc(S(=O)(=O)Nc2cccc(S(=O)(=O)N3CCCC3)c2)c1	0	18	96	95	97	.	99	99
COc1ccc(CCNC(=O)C(=O)NCC2OCCN2S(=O)(=O)c2ccc(C)cc2)cc1 (stereo not drawn)	0	0	101	106	102	1	102	104
O=C(NCc1ccco1)c1ccc(CS(=O)Cc2cccc(Cl)c2)o1 (stereo not drawn)	0	4	97	97	96	-4	100	100
CCC(C)NS(=O)(=O)c1ccc(OCC(=O)NCc2ccc3c(c2)OCO3)cc1 (stereo not drawn)	2	8	92	91	86	-1	101	94
COc1cc(C(=S)N(C)C)ccc1O	2	0	107	101	109	-8	102	100
Cc1ccc(OCC(=O)N(Cc2cccs2)C2CCS(=O)(=O)C2)cc1 (stereo not drawn)	0	35	100	105	96	3	102	99
C=CCn1c(CCSCc2ccccc2)n[nH]c1=S	2	-6	105	96	104	22	99	99
CC(C)NC(=O)COC(=O)c1ccc(Oc2ccccc2)cc1	2	-8	98	103	89	-10	90	92
O=C(NCCC(=O)N1CCCCC1)c1ccc(Br)cc1	0	-2	103	83	89	-2	98	97
Cc1cc(C(=O)NCc2cc(C(=O)O)oc2C)c(C)o1	15	4	99	94	94	-9	94	97

Random excerpt: 3 entries already listed
SMILES	GRK2 inh	VLA-4 inh	AGP1-GFP MLPCN	LAP4 TOR yeast	CIT2-GFP yeast	GASC-1 inh	MEP2-GFP yeast	RPL19A-GFP yeast
Cc1cc(C(=O)NCc2cc(C(=O)O)oc2C)c(C)o1	15	4	99	94	94	-9	94	97
Cc1ccc(OCC(=O)N(Cc2cccs2)C2CCS(=O)(=O)C2)cc1 (stereo not drawn)	0	35	100	105	96	3	102	99
O=C(NCCC(=O)N1CCCCC1)c1ccc(Br)cc1	0	-2	103	83	89	-2	98	97

Additional records.
SMILES	GRK2 inh	VLA-4 inh	AGP1-GFP MLPCN	LAP4 TOR yeast	CIT2-GFP yeast	GASC-1 inh	MEP2-GFP yeast	RPL19A-GFP yeast
CCOc1ccc(C(=O)Nc2cccc3cccnc23)cc1	6	5	88	77	99	-2	105	108
O=C(NC(=S)Nc1ccccn1)c1ccco1	5	18	92	92	93	1	102	104
CCOc1ccc(N(CC(=O)NC2CCCC2)C(=O)CSc2nnc(COc3ccccc3)o2)cc1	0	-9	94	97	109	2	104	94
O=C(CSc1nnc(Cc2ccccc2)n1-c1ccc(Cl)cc1)N1CCOCC1	1	-2	82	78	78	-9	94	119
COc1cc(C(=O)N2CCC3(CC2)NCCc2[nH]cnc23)cc(OC)c1OC	0	9	108	105	105	-4	109	102
O=C(Nc1cccc(F)c1)C1CCCN(S(=O)(=O)c2cnc[nH]2)C1 (stereo not drawn)	0	10	102	92	102	3	103	103
Cc1ccc(/C=N/NC(=O)c2nnn(-c3nonc3N)c2CN(C)C2CCCCC2)cc1	2	4	98	91	100	-6	107	99
c1ccc(-c2nnc3ccc(N4CCCC4)nn23)cc1	0	-30	98	112	95	-11	98	99
Cc1cccc(-c2nc(S(=O)(=O)c3ccc(F)cc3)c(NCCCN3CCOCC3)o2)c1	0	13	93	98	87	-2	97	94
C/C(O)=C(\N=Nc1cc(C)ccc1O)C(N)=O	2	-2	102	110	102	2	100	100
COC(=O)C1CC(c2c(OC)cc(OC)cc2OC)=NO1 (stereo not drawn)	0	8	98	96	94	5	93	98
CCCCNC(=S)Nc1ccc(F)cc1	1	11	89	97	84	7	96	99
COc1ccccc1-c1ccc(C(=O)O)o1	2	-9	96	97	89	14	95	101
Cc1cccc(-n2ccc(=O)c(C(=O)O)n2)c1	0	11	102	95	105	-25	109	105
COc1ccc2[nH]c(=O)c(CN(Cc3ccccc3OC)Cc3nnnn3CC3CCCO3)cc2c1 (stereo not drawn)	1	6	99	94	97	3	97	95
CC(C)(C)NC(=O)C(c1ccc(OCC(N)=O)cc1)N(C(=O)c1cccnc1)C1CC1 (stereo not drawn)	3	-11	100	100	113	2	109	102
CCC(C)CCN1C(N(C)C)=NC[C@@H]1C (stereo partly drawn)	0	-5	100	99	98	-1	99	100
CCOC(=O)c1cc(C(=O)NC(C)c2ccccc2)c(=O)[nH]c1C (stereo not drawn)	0	-2	104	93	101	-5	100	103
COc1ccc(Br)cc1CNC(=O)CCc1nc(-c2ccc(C)cc2)no1	2	9	92	92	96	2	92	93
O=C(c1ccccc1F)N1CCN(S(=O)(=O)c2ccc(S(=O)(=O)N3CCCCC3)cc2)CC1	0	22	95	97	91	1	95	93
O=C(C1CCN(S(=O)(=O)c2cnc[nH]2)CC1)N1CCN(c2ncccn2)CC1	2	20	107	115	106	-15	119	104
O=C(N/N=C1\CCCc2ccccc21)c1ccccc1[N+](=O)[O-]	5	4	91	97	95	9	86	87
COc1cccc(NC(=O)C2CCCN2S(=O)(=O)c2ccc3c(c2)n(C)c(=O)c(=O)n3C)c1 (stereo not drawn)	1	12	99	96	103	17	99	98
COc1ccc(C(=O)CC(=O)C(=O)Nc2ccccc2C(F)(F)F)cc1	0	-1	86	97	105	-5	100	101
CC(CC(=O)OCC(=O)Nc1ccc2[nH]c(=O)[nH]c2c1)c1ccccc1 (stereo not drawn)	1	-8	107	109	107	-12	96	103
Cc1ccc(CNC(=O)CSc2nc3n[nH]c(C)c3c(=N)n2-c2cccc(C)c2)cc1	99*	0	?	?	?	1	?	?
COc1ccc2oc(C(=O)OCC(=O)N3CCN(C(C)=O)CC3)c(C)c2c1	0	-2	112	108	104	-1	103	104
COc1ccc(C(C#N)N2CCCCC2)cc1OC (stereo not drawn)	6	28	95	95	94	7	99	99
O=C(NC1(C(F)(F)F)N=C(c2ccccc2)NC1=O)c1ccc(Cl)cc1Cl (stereo not drawn)	4	9	99	92	96	-2	92	96
N#CC1=C(N)Oc2cc(O)ccc2C1C1CCCCC1 (stereo not drawn)	0	7	92	88	79	-5	88	92
COc1cc(-c2[nH]ncc2CN2CCc3sccc3C2)cc(OC)c1OC	0	-3	99	102	105	-1	97	97
Cc1cc(C(=O)N2CCCC(CNS(=O)(=O)c3cccs3)C2)nn1C (stereo not drawn)	0	11	87	87	80	4	84	98
CCCCCCCCC(=O)N/N=C(\C)c1ccco1	0	-5	94	95	98	-6	104	99
COc1ccc(NC(=O)COC(=O)c2ccco2)c([N+](=O)[O-])c1	0	0	113	145	217*	-1	202*	122
CC[C@@H](C)[C@H](NC(=O)Cc1c(C)c2cc3c(C)c(C)oc3c(C)c2oc1=O)C(=O)O	0	7	101	92	103	-12	109	107
Cc1cc(C)c2cc(C#N)c(SCC(=O)Nc3cc(C)on3)nc2c1	3	5	100	99	111	-17	108	104
CCOc1ccccc1NC(=O)CSc1nnc(CNC(=O)c2ccco2)o1	1	6	96	94	100	-28	105	94
CC(Sc1ccc(S(=O)(=O)N2CCOCC2)cc1[N+](=O)[O-])C(=O)O (stereo not drawn)	1	0	106	96	111	-7	102	109
CC(=O)Nc1ccc2nc(NC(=O)COc3ccc([N+](=O)[O-])cc3)sc2c1	0	-7	103	100	101	4	90	93
COc1cccc(NS(=O)(=O)c2cc(C)ccc2OC)c1	1	13	.	107	98	9	98	101
CSc1ccccc1OC1CCN(Cc2ccccc2)CC1	0	9	91	84	99	10	108	94
Cc1ccnc(NC(=O)CN(C)S(=O)(=O)c2cccc3nsnc23)c1	2	15	77	89	88	7	113	86
Cc1cccc(C)c1OCc1nnc(SCC(=O)NCCc2ccccc2)o1	0	2	92	108	99	4&16	98	98
Cc1ccc(S(=O)(=O)c2nc(-c3ccccc3)oc2NCc2cccnc2)cc1	2	-20	.	108	110	4	108	100
CCOc1ccc(/C=N/Nc2ccccn2)cc1OC	0	13	104	100	99	-11	97	97
Cc1ccccc1-n1c(=O)n(Cc2ccco2)c(=O)c2[nH]cnc21	22	6	107	95	110	8	109	109
CC(C)Oc1ccc(N2CC(C(=O)OCC(=O)NCc3ccccc3)CC2=O)cc1 (stereo not drawn)	2	-8	107	91	108	0	102	101
CSc1cccc(CN2CCCC(CNC(=O)c3ccc(F)cc3)C2)c1 (stereo not drawn)	0	11	102	100	97	8	93	97
Cc1cc(C(=O)Nc2ccccc2N2CCOCC2)no1	1	14	96	97	94	0	103	94
COc1ccc(C(c2c(C)n(C)n(-c3ccccc3)c2=O)c2c(C)n(C)n(-c3ccccc3)c2=O)cc1OC	4	3	102	101	94	-8	107	99
N#Cc1ccc(C(=O)NC(=S)N2CCN(C=O)CC2)cc1	4	7	98	103	103	-32	103	102
O=C(Nc1ccccc1C(=O)NCc1ccc(Cl)cc1)c1ccco1	9	-1	92	100	93	-28	97	98
COc1ccc(-c2nc3ncccc3o2)cc1NC(=O)c1ccco1	3	-7	100	103	103	12	102	100
CC1Cc2ccccc2N1C(=O)COC(=O)c1cccc(Br)c1 (stereo not drawn)	0	-9	94	101	89	1	96	92

Outcome played no part in choosing rows; any-hit rate near 1.7%.
